CatB block – human cathepsin B inhibitors, primary screen, biochemical, fluorogenic substrate; inhibition, %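 (tested at 10 µM)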; 63,000 tested, 0.1% active; AID 453, 2006; P07858; purified cathepsin B, fluorescence; in the data active = inhibition above about 21%;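 also: 0% = enzyme with no compound and 100% = no enzyme blank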
CatL inh – inhibitors of human cathepsin L, biochemical; purified cathepsin L, fluorogenic substrate, fluorescence; inhibition, %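 (tested at 10 µM)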; AID 460, 2006; 58,000 tested, 0.17% active; Procathepsin L (Homo sapiens), P07711; in the data active = inhibition above about 45%;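 also: 0% = enzyme with no compound and 100% = no enzyme blank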
AP complement – alternative complement pathway inhibitors, primary screen, biochemical, ELISA, human serum, orthogonally pooled compounds; LPS-coated ELISA, C3 deposition; tested in compound mixtures; inhibition, % at 5 µM; 62,000 tested, 0.08% active; AID 1235, 2008;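 active = inhibition above 30% in each of the two pooled mixtures holding the compound, so the lower value exceeds 30%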;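 also: 0% = serum in Mg-EGTA without compound and 100% = EDTA serum blank; some compounds past the cut are filed as inactive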
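Test system: human serum complement alternative pathway, C3 deposition onto LPS / Medium: Mg2+-EGTA GVB++ buffer containing human serum at 1:15 dilution / Probe or stimulus: Plate-bound LPS / Times: 1 h at 37 °C / Signal: ELISA with HRP anti-human C3 antibody, TMB substrate, absorbance 450 nm / Measure: percent inhibition / Repeats: two pool placements per compound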
C1s block – complement C1s protease inhibitors, primary screen, biochemical, 10-compound mixtures | Complement C1s subcomponent (Homo sapiens), P09871 | purified C1s, fluorogenic AMC substrate, pooled mixtures | mean inhibition % of two 10-compound mixtures (active compounds read high), % at 5 µM (by protocol) | 62,000 tested, 0.16% active;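 active = inhibition above 20% in each of the two 10-compound mixture wells holding the compound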;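 also: 0% = enzyme wells lacking compound mixture and 100% = no-enzyme blank wells; some compounds called inactive have numbers as strong as hits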
Target sequence (P09871 16-437 limits assumed): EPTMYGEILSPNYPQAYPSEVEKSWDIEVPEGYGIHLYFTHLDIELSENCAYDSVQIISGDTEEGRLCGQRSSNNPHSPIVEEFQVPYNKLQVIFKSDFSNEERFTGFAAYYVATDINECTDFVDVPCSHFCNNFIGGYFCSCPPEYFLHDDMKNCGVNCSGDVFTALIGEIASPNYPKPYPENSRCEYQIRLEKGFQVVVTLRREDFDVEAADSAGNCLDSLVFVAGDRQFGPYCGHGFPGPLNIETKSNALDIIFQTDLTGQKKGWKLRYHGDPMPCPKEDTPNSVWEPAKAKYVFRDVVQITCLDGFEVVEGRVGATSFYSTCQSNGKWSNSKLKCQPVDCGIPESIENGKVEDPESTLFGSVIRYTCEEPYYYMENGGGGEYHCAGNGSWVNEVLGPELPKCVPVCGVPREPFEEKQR
Target sequence (P09871 438-688 limits assumed): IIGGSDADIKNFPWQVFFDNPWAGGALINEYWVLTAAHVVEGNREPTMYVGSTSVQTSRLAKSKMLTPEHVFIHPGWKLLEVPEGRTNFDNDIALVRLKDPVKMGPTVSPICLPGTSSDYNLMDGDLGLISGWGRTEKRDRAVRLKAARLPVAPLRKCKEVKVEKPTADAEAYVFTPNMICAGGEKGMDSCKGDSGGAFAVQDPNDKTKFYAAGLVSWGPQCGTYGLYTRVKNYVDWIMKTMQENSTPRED
CatS inh – inhibitors of human cathepsin S, biochemical, compound mixtures | inhibition, %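 (tested at 5 µM per compound within 10-compound mixtures)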 | AID 501, 2006 | 62,000 tested, 0.06% active | P25774 | recombinant cathepsin S, AMC dipeptide fluorescence, pooled mixtures; in the data active = inhibition above about 32%, passing the limit was not always enough;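 also: 0% = enzyme without compound and 100% = blank without enzyme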
Target sequence (P25774 115-331 limits assumed): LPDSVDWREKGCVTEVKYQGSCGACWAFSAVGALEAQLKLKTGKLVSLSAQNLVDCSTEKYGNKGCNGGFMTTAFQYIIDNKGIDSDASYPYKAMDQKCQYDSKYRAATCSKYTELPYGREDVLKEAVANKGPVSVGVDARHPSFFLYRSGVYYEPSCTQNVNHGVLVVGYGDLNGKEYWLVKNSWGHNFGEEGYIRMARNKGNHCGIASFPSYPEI
FXIIa mix inh – human factor XIIa inhibitors, primary screen, biochemical, pooled compound mixtures, fluorogenic substrate; Coagulation factor XII (Homo sapiens), P00748; purified FXIIa; inhibition, % at 5 µM; 62,000 tested, 0.2% active; AID 684, 2007;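 also: 0% = enzyme without compound and 100% = no enzyme blank; some results filed as inactive read as strong as hits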
FXIa mix inh – FXIa protease inhibitors in compound pools, primary screen, biochemical, 10-compound mixtures; 62,000 tested, 0.19% active; purified FXIa, fluorogenic substrate, pooled mixtures; inhibition, % at 5 µM; Coagulation factor XI (Homo sapiens), P03951;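 also: each value is inhibition by a whole ten-compound pool holding the compound; 0% = enzyme with no mixture and 100% = wells lacking enzyme; strong numbers were not always called active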
Cathepsin G inh – human cathepsin G inhibitors, primary screen, biochemical, pooled compound mixtures, AMC fluorescence. P08311. purified enzyme, AMC-tetrapeptide fluorescence. inhibition, % at 5 µM (by protocol). 62,000 tested, 0.2% active;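 active = inhibition above 20% in each of the two mixture wells holding the compound; inactive = inhibition of 20% or less in either well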;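 also: 0% = enzyme control without mixture and 100% = blank lacking enzyme; strong numbers were not always called active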
CatB mixtures – cathepsin B inhibitors from pooled compounds, primary screen, biochemical, compound mixtures, AMC fluorescence; 62,000 tested, 0.06% active; Purified cathepsin B, AMC dipeptide fluorescence; P07858; inhibition, %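 (ten-compound pools at 5 µM per compound and 50 µM total)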; in the data active = inhibition above about 22%, passing the limit was not always enough;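 also: 0% = enzyme without compound and 100% = no enzyme blank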
* marks the source's active call; other numbers are inactive results; / = not tested or not shown. Rule as the data show it, unless noted: active = inhibition above about 20% (passing the limit was not always enough); inactive = the rest. The list is partial; the hit share may differ from the screen's.

SMILES	CatB block	CatL inh	AP complement	C1s block	CatS inh	FXIIa mix inh	FXIa mix inh	Cathepsin G inh	CatB mixtures
Cc1ccc(CN2C(=O)CCC2C(=O)NCc2ccc3c(c2)OCO3)cc1 (centres undefined)	-6.3	4.6	14.8	-78.3	-0.6	6.2	-9.2	-5.4	0.3
COc1ccc(CC(=O)OCc2nnc(C3COc4ccccc4O3)o2)cc1OC (centres undefined)	2.5	4.0	15.6	-19.1	-2.8	3.7	-5.0	6.2	3.9
CCOC(=O)c1cc(-c2ccccc2)sc1N	2.6	8.9	11.4	18.8	-0.4	0.0	8.3	-15.1	5.3
CCN(CCCc1ccccc1)CCCc1ccccc1	0.7	3.5	20.4	2.5	-6.3	0.8	8.9	1.5	-5.7
Cn1c(Cn2c(=O)sc3ccccc32)nnc1SCc1ccccc1F	0.4	-3.3	9.2	13.8	-2.8	15.0	5.5	7.8	-0.4
CCOC(=O)c1ccc(COC(=O)c2nonc2N)cc1	0.8	3.8	8.6	-68.2	-16.2	-22.9	-5.5	1.6	-3.7
COc1ccc(C)cc1NC(=O)CN1CCN(S(=O)(=O)c2ccc(C(C)C)cc2)CC1	6.0	13.8	5.1	9.8	15.3	-2.8	6.0	12.7	2.6
CCOc1ccc(NC(=O)N2CCN(CC)CC2)cc1	0.4	8.3	-6.2	-6.4	2.6	0.5	2.0	-6.0	0.7
C=CCn1c(N2CCCCCC2)nc2c1c(=O)n(C)c(=O)n2C	1.8	15.4	-33.6	-14.1	-0.4	-0.1	3.5	-12.7	-0.1
CCOc1ccccc1NC(=O)CN(c1cc(C)cc(C)c1)S(=O)(=O)c1c(C)noc1C	-4.0	/	9.6	0.9	7.0	-3.9	8.2	-1.0	-0.9
CN(C)C(=O)NCc1ccc(S(N)(=O)=O)cc1	-1.3	3.8	11.6	2.3	19.2	4.8	9.2	1.1	7.5
COc1ccc(C2C(C(=O)N3CCOCC3)CCC(=O)N2c2cc(OC)c(OC)c(OC)c2)cc1 (centres undefined)	0.6	-4.0	4.9	-19.6	-4.2	10.4	-1.2	13.2	-0.3
CCOc1ccc(-c2nc3n(c(=O)c2C#N)CCCS3)cc1	3.2	2.3	10.1	8.9	1.9	7.2	6.4	9.1	6.6
COCCn1cc(C(=O)NCCCN2CCC(C)CC2)c2c3ccccc3n(C)c2c1=O	-5.4	-3.6	3.0	-19.5	15.2	23.0	-0.4	-3.0	4.9
COC(=O)c1ccc(OC(=O)c2ccc(OCc3c(C)noc3C)c(OC)c2)cc1	6.3	-0.5	-7.9	2.8	14.5	3.9	6.0	-0.4	2.3
CCOC(=O)CSC1=C(C#N)C(c2ccc(C)o2)CC(=O)N1 (centres undefined)	-0.2	20.0	4.9	-28.9	20.1	10.1	6.3	-1.4	8.1
CC(C)(C)c1ccc(C(=O)NCCC(=O)NCc2ccco2)cc1	-3.9	2.3	16.9	-5.3	3.7	-15.8	3.5	-1.7	-3.3
CCn1c(SCC(=O)Nc2nc(C)c(C(=O)OC)s2)nnc1C(C)C	-3.7	20.4	10.3	0.5	1.8	-0.1	3.3	1.9	2.3
COC(=O)C1(c2ccccc2)NC(c2cccs2)C2C(=O)N(C)C(=O)C21 (centres undefined)	0.7	15.5	0.4	4.4	7.9	6.6	7.9	0.5	6.1
CCN(CC)CCNc1nc2c(c(=O)n(C)c(=O)n2C)n1C/C=C(/C)Cl	1.9	8.1	-3.9	-22.9	3.3	3.9	-6.2	-11.4	-4.1
O=C(c1cc(-c2ccncc2)nc2ccc(Cl)cc12)N1CCN(C(=O)C2CCCO2)CC1 (centres undefined)	5.7	2.2	-26.9	-16.8	19.5	8.0	0.4	-7.3	3.6
N#CCC(=O)NCC1(c2ccccc2)CCCC1	1.0	9.5	-10.2	-9.3	0.5	6.6	0.5	-4.5	2.4
O=C(COc1ccc(S(=O)(=O)N2CCCC2)cc1Cl)Nc1ccc2c(c1)OCO2	5.5	-2.0	-19.5	-19.2	15.2	-0.9	-7.0	-10.8	3.7
COc1c(Cl)cc(Cl)cc1C(=O)Nc1ccccc1N1CCN(C(C)=O)CC1	2.1	3.4	7.3	-19.2	-9.5	8.6	3.0	5.5	2.7

The last three entries of the section above lead into the next:
SMILES	CatB block	CatL inh	AP complement	C1s block	CatS inh	FXIIa mix inh	FXIa mix inh	Cathepsin G inh	CatB mixtures
N#CCC(=O)NCC1(c2ccccc2)CCCC1	1.0	9.5	-10.2	-9.3	0.5	6.6	0.5	-4.5	2.4
O=C(COc1ccc(S(=O)(=O)N2CCCC2)cc1Cl)Nc1ccc2c(c1)OCO2	5.5	-2.0	-19.5	-19.2	15.2	-0.9	-7.0	-10.8	3.7
COc1c(Cl)cc(Cl)cc1C(=O)Nc1ccccc1N1CCN(C(C)=O)CC1	2.1	3.4	7.3	-19.2	-9.5	8.6	3.0	5.5	2.7
O=C1CC(C2CCCO2)C(=O)N1Cc1ccccc1 (centres undefined)	4.6	12.7	1.9	9.5	8.8	-16.5	-0.5	9.9	13.0
N#Cc1ccc(C23CC4CC(CC(C4)C2)C3)[nH]c1=O	-2.4	5.5	-2.9	2.9	4.8	1.1	5.6	1.8	3.1
CCN1CCN(/C=N/c2nc(C)cs2)CC1	5.7	7.6	-1.9	14.2	7.0	-5.8	1.7	-2.5	3.8
O=C(O)CN(Cc1ccccc1)S(=O)(=O)c1ccc(F)cc1	3.2	-5.9	-3.7	-41.0	-8.9	1.5	-14.3	0.0	-7.9
O=C1CC(c2cccc(Cl)c2)Cc2nc(N3CCN(c4ccccc4)CC3)ncc21 (centres undefined)	2.4	4.0	8.3	-34.0	0.3	4.5	-0.2	-17.5	2.4
CC(C)(C)NCCCCOc1ccc(F)cc1	-2.2	4.8	11.2	-0.7	-5.0	26.2*	0.1	-1.9	-0.9
Cn1c(SCc2ccccc2F)nnc1-c1cnccn1	-1.6	-2.9	6.5	13.3	1.5	5.5	3.7	10.5	2.6
CN(Cc1cc2ccccc2[nH]c1=O)S(=O)(=O)c1ccccc1	3.7	3.9	7.6	8.6	-1.5	-18.3	13.8	35.7	-1.0
CCOC(=O)C(NC(=O)CC)(Nc1sc2c(c1C(=O)OC)CCN(C)C2)C(F)(F)F (centres undefined)	2.6	-5.2	6.5	18.3	-1.9	1.3	3.1	11.0	4.4
CC1(C)CC(=O)C=C(NCc2cccs2)C1	-2.5	6.8	-3.6	0.4	4.7	2.3	4.8	8.1	1.7
CCOC(=O)Cc1ccc(NS(=O)(=O)c2ccc(SC)cc2)cc1	2.7	11.6	8.5	-10.1	11.8	9.8	-2.0	9.1	-6.8
CC1CCCCN1C(=O)c1cc(F)c(F)cc1Cl (centres undefined)	2.5	9.6	9.9	-3.1	0.5	5.7	-3.9	13.5	2.0
COc1ccc(OC)c(NC(=O)C2CC(=O)n3ncnc3N2)c1 (centres undefined)	4.4	7.3	-4.3	5.5	11.2	-24.8	4.6	-0.5	3.6
O=C(NC1CCCCC1)C1CCN(S(=O)(=O)c2cccc3cccnc23)CC1	5.5	13.2	10.0	-40.7	7.1	3.1	-2.1	-2.1	4.6
Cc1cccc(S(=O)(=O)c2c(N)n(/N=C/c3cccnc3)c3nc4ccccc4nc23)c1	2.0	-64.5	-3.2	0.6	6.1	4.0	-4.7	0.9	0.6
O=C(CSc1nc2ccccc2[nH]1)NCc1ccco1	0.5	21.4	5.5	1.2	9.7	-14.9	2.1	9.6	-6.3
c1coc(CNc2c3c(nc4ccccc24)CCC3)c1	1.6	1.3	21.1	-86.6	2.8	-0.1	-4.9	-10.5	-2.6
O=C(NC1CCCCC1)C(c1ccccc1)N1CCC2(CC1)OCCO2 (centres undefined)	4.7	-1.1	14.7	-14.3	-7.0	-0.2	12.4	3.4	-1.3
COc1ccc(NC(=O)c2ccco2)cc1NC(=O)c1cccc(OC(C)C)c1	2.3	/	8.2	-7.2	-2.6	-21.0	0.1	-4.0	2.0
O=C(NC(C(=O)N1CCCC1C(=O)O)=C1CCCCC1)c1ccccc1 (centres undefined)	-4.2	-1.6	6.3	-62.4	-6.7	3.8	1.0	-3.2	2.8
CC(C)OCCCNC(=O)c1cccs1	-0.5	17.4	6.0	-0.8	8.0	2.0	1.3	-0.9	-1.1
COCCCn1c(=N)c(C(=O)NCc2ccc3c(c2)OCO3)cc2c(=O)n3cccc(C)c3nc21	2.2	7.0	-6.4	-4.7	0.8	5.2	1.4	-8.7	2.1
CCNC(=O)c1c(O)c2cccc3c2n(c1=O)CC3	-3.5	-0.4	5.6	2.3	1.8	-1.5	1.4	0.9	-0.2
CCOC(=O)C1CCN(Cc2ccc(F)c(Br)c2)CC1	1.9	-6.8	10.8	-1.1	10.6	0.6	4.5	3.8	-0.1
CC(CN1CCOCC1)OC(=O)c1ccc(Br)cc1 (centres undefined)	-3.9	-5.3	9.9	12.8	-2.7	5.9	8.7	10.2	4.4
COc1cc(C2c3c(oc4ccccc4c3=O)C(=O)N2Cc2ccncc2)ccc1O (centres undefined)	0.8	12.5	12.1	-6.0	-10.4	3.7	8.8	-1.4	-1.3
CCOC(=O)C1CCN(Cc2nc3ccccc3c(=O)n2-c2ccc(OCC)cc2)CC1	0.3	-3.8	6.1	-162.0	-18.6	7.1	-21.2	-10.9	-5.4
CCCCNS(=O)(=O)c1ccc2nc(SCC(=O)Nc3sccc3C#N)[nH]c2c1	-0.1	1.5	5.5	-2.1	17.8	6.5	5.3	1.0	4.2
O=C(O)c1ccc2c(c1)nnn2C1CCCCC1	6.3	19.4	-0.4	9.9	16.7	12.5	5.1	14.0	4.4
Cc1cccn2c(=O)c3cc(C(=O)N4CCc5ccccc5C4)n(C)c3nc12	4.8	/	4.3	-25.5	-11.6	-26.9	-6.6	6.8	1.2
COc1ccc(NS(=O)(=O)c2cccc3cccnc23)cc1	2.6	-4.7	23.7	2.3	2.9	2.7	5.4	6.8	3.2
CCOc1ccc(N2C(=O)NC(Cc3c[nH]c4ccccc34)C2=O)cc1 (centres undefined)	-2.8	-0.2	6.6	-83.0	3.6	2.4	1.0	-8.1	-0.7
Cc1onc(-c2ccccc2Cl)c1C(=O)N1CCCc2ccccc21	-0.5	-0.5	18.8	-2.4	-4.1	-17.7	2.5	-3.0	-3.8
CCCC(c1nnnn1CCC(C)C)N1CCC(C(N)=O)CC1 (centres undefined)	-0.4	4.6	20.2	8.7	-2.2	2.2	3.4	8.1	4.0
CCc1ccc(-n2c(SCC(=O)Nc3cc(C)[nH]n3)nc3[nH]ncc3c2=O)cc1	0.0	-0.9	17.7	0.7	-2.8	-19.0	4.8	9.4	4.0
CN1CCN(C(=O)c2ccc(CS(=O)(=O)c3c(Cl)cccc3Cl)o2)CC1	-3.0	32.9	3.2	-19.5	2.6	4.1	4.5	5.3	3.9
CCOc1cc(C2NC(=O)N(C)C(C)=C2C(=O)OC)cc(Br)c1O (centres undefined)	3.6	11.3	-10.7	8.8	7.3	17.7	2.7	10.3	2.6
Cc1ccccc1CSc1nnc(C)c(=O)[nH]1	-0.9	-15.2	23.3	-18.0	-5.4	0.1	3.2	-3.3	-3.7
Cc1cc(C)n(CC(=O)O)n1	-4.7	12.9	-2.2	6.7	8.6	-11.4	5.0	1.8	6.5

High-throughput results (PubChem BioAssay)
